S1P4 ag: human S1P4 receptor agonism; S1P4-expressing cell line, agonist reporter assay; hit rate 0.35% among 220,000; activation, % at 4.98 µM; in the data active = activation above about 11%;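 also: 0% = DMSO vehicle and 100% = reference agonist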
eIF4E 4G PPI: eIF4E/eIF4G interaction inhibition in translation initiation; P63073+Q04637; TR-FRET eIF4E-eIF4GI(517-606) binding, 2 h; inhibition, % at 21.7 µM; hit rate 0.37% among 220,000; AID 782;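 active = inhibition above about 30%, limit read from the data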;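 also: 0% = full FRET control wells and 100% = background wells lacking eIF4GI fragment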
NPY Y1 blocker: antagonists of human neuropeptide Y receptor Y1. HEK293-CNG Y1 cells, membrane potential fluorescence; NPY at EC95, then isoproterenol. inhibition, % at 3.6 µM. hit rate 1% among 200,000;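 active = inhibition above the campaign mean inhibition of all tested compounds plus 3 SD, cut at about 20% in these data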;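 also: 0% = DMSO wells given NPY plus isoproterenol and 100% = isoproterenol alone without NPY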
Target sequence (P25929 whole entry, looked up): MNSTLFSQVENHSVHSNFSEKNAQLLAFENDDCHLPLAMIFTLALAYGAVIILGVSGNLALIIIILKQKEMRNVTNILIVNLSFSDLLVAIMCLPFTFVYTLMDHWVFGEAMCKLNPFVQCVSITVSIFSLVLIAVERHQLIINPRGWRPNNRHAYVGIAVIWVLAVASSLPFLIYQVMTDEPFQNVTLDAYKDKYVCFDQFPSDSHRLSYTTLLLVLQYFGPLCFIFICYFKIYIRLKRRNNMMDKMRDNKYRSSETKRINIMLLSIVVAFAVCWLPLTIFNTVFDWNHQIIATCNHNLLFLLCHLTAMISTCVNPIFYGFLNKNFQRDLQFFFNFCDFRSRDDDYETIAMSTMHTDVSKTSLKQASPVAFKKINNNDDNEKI
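System: HEK293 cells with Y1 receptor plus CNG channel / Probe or stimulus: NPY 25 nM then isoproterenol 1 µM plus Ro 20-1724 25 µM / Compound: one concentration, 3.6 µM, in 0.4% DMSO / Schedule: compound incubation 1 h at room temperature, readout 45 min post-stimulation / Measured by: membrane potential fluorescence / Read-out: % inhibition of NPY effect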
EP2 modulator: modulators of human EP2 prostaglandin E2 receptor | EP2-expressing cells, cAMP HTRF FRET, PGE2 co-stimulation | P43116 | AID 940 | induction, % at 25 µM | hit rate 0.83% among 260,000;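 active = compounds whose cAMP rise, as percent of the full-agonist control response, exceeds 60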;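 also: rat C6 glioma line stably carrying human EP2 under a CMV promoter; the protocol text gives 20 µM as final concentration; 100% = response of wells given 1 µM PGE2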
Target sequence (P43116 whole entry, looked up): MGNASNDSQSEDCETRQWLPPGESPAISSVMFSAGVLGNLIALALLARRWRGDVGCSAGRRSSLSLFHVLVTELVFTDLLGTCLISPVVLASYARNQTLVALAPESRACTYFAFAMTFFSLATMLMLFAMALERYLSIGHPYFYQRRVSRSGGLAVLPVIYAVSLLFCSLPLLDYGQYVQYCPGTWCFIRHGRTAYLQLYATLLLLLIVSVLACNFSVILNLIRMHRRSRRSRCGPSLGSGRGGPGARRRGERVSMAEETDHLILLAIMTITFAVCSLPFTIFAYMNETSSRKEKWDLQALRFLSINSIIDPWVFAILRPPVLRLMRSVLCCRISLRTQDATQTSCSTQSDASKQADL
NPY2 pot ag: potentiators or agonists of human neuropeptide Y receptor Y2; P49146; cells expressing NPY-Y2, potentiator/agonist read-out; activation, % at 3.6 µM; hit rate 0.45% among 220,000; in the data active = activation above about 27%;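 also: cells stimulated with NPY near EC25 plus isoproterenol at EC100; 0% = vehicle plus submaximal agonist and 100% = vehicle plus saturating agonist; some results beyond the cut were filed as inactive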
p97 inhibitor: human p97 ATPase inhibition | P55072 | recombinant p97 ATPase, Kinase-Glo ATP luminescence, 3 h | inhibition, % at 8 µM | hit rate 0.42% among 220,000; in the data active = inhibition above about 15%;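 also: 0% = DMSO vehicle and 100% = wells lacking enzyme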
PGE2 EP2 inh: blocks the human prostaglandin E2 receptor EP2 | C6 glioma cells expressing human EP2, cAMP TR-FRET; cells stimulated with saturating PGE2 | hit rate 0.52% among 260,000 | inhibition, % at 25 µM | P43116;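 active = percent inhibition above 40 after rounding to a whole number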;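 also: rat C6 glioma host cells with rolipram phosphodiesterase inhibitor present; the protocol text gives 20 µM as final concentration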
S1P4 antag: antagonists of human S1P4 receptor; O95977; AID 1510; hit rate 0.26% among 220,000; S1P4-expressing cells, antagonist mode, reporter read-out; inhibition, % at 4.98 µM; in the data active = inhibition above about 29%;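 also: 0% = wells stimulated with agonist and 100% = vehicle wells without agonist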
NPY-Y1 PAM-ag: potentiates or activates human NPY-Y1 receptor. NPY-Y1 expressing cells, potentiator/agonist activation. activation, % at 3.6 µM. hit rate 0.37% among 220,000. AID 1304; in the data active = activation above about 33%, passing the limit was not always enough;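 also: cells stimulated with NPY at EC10 then isoproterenol at EC100; 0% = low agonist plus stimulus and 100% = saturating agonist plus stimulus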
* = called active by the depositor; nt = no result given; & = joins results of further samples; [ ] = dose if it differs, or a comment. These rows are one share of the data; the hit share may differ from the screen's.

nr | Compound | S1P4 ag | eIF4E 4G PPI | NPY Y1 blocker | EP2 modulator | NPY2 pot ag | p97 inhibitor | PGE2 EP2 inh | S1P4 antag | NPY-Y1 PAM-ag
1 | O=C(CCc1ccc(S(=O)(=O)N2CCOCC2)cc1)N/N=C/c1ccc(F)cc1F | 0.8 | -1 | 0 | -26 | 2 | -3 | 4 | 4 | -18
2 | Cn1ncc(Br)c1N1C(=O)CCC1=O | -1.0 | 3 | nt | 11 | -3 | 10 | 6 | 0 | 0
3 | CCn1c2ccccc2c2cc(Nc3cc(C)nc4ncnn34)ccc21 | -0.9 | 2[fluorescence artefact?] | 14 | 83* | 1 | 1 | 8 | 10 | 5
4 | N#CCSc1nc2ccccc2c(=O)n1CCCC(=O)NCc1ccco1 | -1.1 | 2 | 2 | 15 | -2 | 2 | 6 | -9 | 14
5 | COc1ccc(OCC(=O)Nc2ccncc2)cc1 | -1.0 | 1 | nt | 14 | 2 | 7 | 7 | -12 | 16
6 | COc1ccccc1N1CCN(C(=O)COc2ccc(Cl)cc2)CC1 | -0.6 | -2 | 0 | -3 | -5 | -2 | 2 | -33 | 1
7 | O=C(CSc1nnc(-c2cccnc2)n1Cc1ccco1)N1c2ccccc2Sc2ccccc21 | -1.8 | -4 | -1 | -6 | -6 | -3 | 7 | 1 | 1
8 | CCN(CC)c1ncnc2scc(C3COc4ccccc4O3)c12 (configuration not stated) | 1.4 | 4 | 38* | 64* | -16 | -2 | 12 | -4 | -36
9 | CC(Nc1cc(N2CCCC2)ccc1[N+](=O)[O-])c1ccccc1 (configuration not stated) | 2.3 | 1 | -3 | 49 | 2 | 2 | 13 | -26 | 5
10 | COCc1cc(C)nc(OCC(=O)N/N=C\c2cc(C)n(-c3cccc(C(F)(F)F)c3)c2C)c1C#N | -0.8 | -5 | 3 | 4 | 5 | 6 | 15 | -4 | 5
11 | COc1cccc(NC(=O)c2ccc(-c3ccccc3[N+](=O)[O-])o2)c1 | -2.3 | 2 | 1 | -44 | -22 | 4 | 12 | 6 | -8
12 | CCn1c(Cn2nnc(-c3ccccc3)n2)nnc1SCC(=O)Nc1ccc(C(C)=O)cc1 | -4.6 | -6 | -20 | -4 | 47* | -4 | 4 | 10 | 46*
13 | CCN(CC)CCCN=Cc1c(O)n(-c2ccccc2C)c(=O)c2ccccc12 | 9.3 | -8 | nt | -26 | -5 | 3 | 8 | -5 | 22
14 | COc1ccc(N2CCN(S(=O)(=O)Cc3ccccc3)CC2)cc1 | 1.4 | 3 | 1 | 20 | -9 | -7 | 8 | -10 | -5
15 | CCOC(=O)N1CCN(c2c(-c3ccc(C)c(C)c3)c(=O)c2=O)CC1 | 1.0 | -1 | 2 | -5 | -1 | 4 | 6 | -9 | 3
16 | CCCCC(=O)N(Cc1ccc2c(c1)OCO2)Cc1nc2ccccc2c(=O)[nH]1 | 0.7 | -2 | -3 | 16 | -5 | -1 | 7 | 9 | 10
17 | COc1ccc(C(CC(=O)N2CCCCC2)NC(=O)C(F)(F)F)cc1 (configuration not stated) | 2.8 | -2 | -2 | -29 | -8 | 3 | 3 | 6 | -13
18 | CCOc1ccccc1NC(=O)CSc1nnnn1Cc1ccccc1 | -0.5 | -2 | 5 | 18 | -7 | -5 | 6 | -28 | -1
19 | Cc1ccc(OCCNC(=O)C2CCCCC2)cc1 | 0.3 | -1 | -2 | -12 | -4 | 1 | 16 | -13 | -19
20 | COc1cc(C2c3c(oc4ccccc4c3=O)C(=O)N2Cc2ccncc2)ccc1O (configuration not stated) | 1.1 | -6 | 1 | 4 | 13 | -3 | 5 | 15 | 10
21 | CCCCCCCC(=O)NNC(=O)c1c(O)c2ccccc2[nH]c1=O | 0.4 | -3 | nt | 2 | -22 | 1 | 7 | -22 | -16
22 | COc1ccc(C(c2nnnn2C(C)(C)C)N2CCN(c3nc4ccccc4s3)CC2)cc1 (configuration not stated) | 1.1 | -1 | 5 | 11 | 5 | 4 | 2 | -20 | 14
23 | Cc1cccc(NC(=S)NCCC(c2ccccc2)c2ccccc2)c1 | -0.1 | -2 | 3 | -27 | -8 | 2 | 9 | -8 | -27
24 | COCCNC(=O)c1cc(-c2cccc(OC)c2)on1 | 0.7 | -3 | -10 | -20 | 11 | 6 | 6 | -24 | -3
25 | C=CCn1c(COc2cccc(C)c2)nnc1SCn1nnc2ccccc2c1=O | 0.2 | -3 | 1 | -16 | -10 | 2 | 6 | 1 | -7
26 | CCOC(=O)CON1C(=O)C(=O)N(OCC(=O)OCC)[C@H]2CCCC[C@H]21 | 2.0 | 2 | nt | -2 | 11 | -1 | 6 | -3 | 2
27 | COc1cc(OC)c(C(=O)OCC(=O)N(Cc2ccccc2)C(C)(C)C)cc1OC | 0.5 | 4 | -2 | -17 | 1 | -1 | 10 | -16 | -5
28 | Cc1ccc(N(CC(O)Cn2c3ccccc3c3ccccc32)S(C)(=O)=O)c(C)c1 (configuration not stated) | -0.2 | -2[fluorescence artefact?] | -2 | 6 | 6 | -4 | 6 | -16 | 3
29 | O=C(O)C1(c2ccccc2)CCN(S(=O)(=O)c2cccs2)CC1 | -1.1 | 0 | 3 | 14 | 2 | 6 | 6 | -1 | 2
30 | CN(C(=O)CSc1nnc(-c2ccco2)o1)C1CCCCC1 | 1.4 | 7 | -1 | 19 | -2 | 2 | 10 | -18 | -18

Of the compounds above, these have fluorine.
nr | Compound | S1P4 ag | eIF4E 4G PPI | NPY Y1 blocker | EP2 modulator | NPY2 pot ag | p97 inhibitor | PGE2 EP2 inh | S1P4 antag | NPY-Y1 PAM-ag
1 | O=C(CCc1ccc(S(=O)(=O)N2CCOCC2)cc1)N/N=C/c1ccc(F)cc1F | 0.8 | -1 | 0 | -26 | 2 | -3 | 4 | 4 | -18
10 | COCc1cc(C)nc(OCC(=O)N/N=C\c2cc(C)n(-c3cccc(C(F)(F)F)c3)c2C)c1C#N | -0.8 | -5 | 3 | 4 | 5 | 6 | 15 | -4 | 5
17 | COc1ccc(C(CC(=O)N2CCCCC2)NC(=O)C(F)(F)F)cc1 (configuration not stated) | 2.8 | -2 | -2 | -29 | -8 | 3 | 3 | 6 | -13

Among those listed so far, these have two or more sulfur atoms:
nr | Compound | S1P4 ag | eIF4E 4G PPI | NPY Y1 blocker | EP2 modulator | NPY2 pot ag | p97 inhibitor | PGE2 EP2 inh | S1P4 antag | NPY-Y1 PAM-ag
7 | O=C(CSc1nnc(-c2cccnc2)n1Cc1ccco1)N1c2ccccc2Sc2ccccc21 | -1.8 | -4 | -1 | -6 | -6 | -3 | 7 | 1 | 1
29 | O=C(O)C1(c2ccccc2)CCN(S(=O)(=O)c2cccs2)CC1 | -1.1 | 0 | 3 | 14 | 2 | 6 | 6 | -1 | 2

Three entries already listed, sorted by their value in NPY Y1 blocker, rising.
entry | SMILES | S1P4 ag | eIF4E 4G PPI | NPY Y1 blocker | EP2 modulator | NPY2 pot ag | p97 inhibitor | S1P4 antag | NPY-Y1 PAM-ag
27 | COc1cc(OC)c(C(=O)OCC(=O)N(Cc2ccccc2)C(C)(C)C)cc1OC | 0.5 | 4 | -2 | -17 | 1 | -1 | -16 | -5
6 | COc1ccccc1N1CCN(C(=O)COc2ccc(Cl)cc2)CC1 | -0.6 | -2 | 0 | -3 | -5 | -2 | -33 | 1
25 | C=CCn1c(COc2cccc(C)c2)nnc1SCn1nnc2ccccc2c1=O | 0.2 | -3 | 1 | -16 | -10 | 2 | 1 | -7

Additional structures.
nr | Compound | S1P4 ag | eIF4E 4G PPI | NPY Y1 blocker | EP2 modulator | NPY2 pot ag | p97 inhibitor | PGE2 EP2 inh | S1P4 antag | NPY-Y1 PAM-ag
31 | CCNC(=O)CN(CCc1ccccc1)S(=O)(=O)c1ccc(OC)cc1 | 2.2 | 8[fluorescence artefact?] | -6 | -17 | -7 | 1 | 5 | -13 | -4
32 | COc1ccc(CC(=O)O/N=C(\N)c2ccc(C)cc2)cc1 | 1.3 | -6 | nt | -28 | -18 | -2 | 6 | -8 | -13
33 | C=CCNC(=O)C12CCC(C)(C(=O)C1Br)C2(C)C (configuration not stated) | -0.9 | 11 | 6 | 29 | 10 | 0 | 10 | -7 | -6
34 | COc1ccc(/C=N/NC(=O)CCn2nc(C)cc2C)cc1 | -0.8 | 1 | nt | -37 | -12 | 0 | 1 | -8 | 7
35 | Cc1cccc(-n2nc(C(=O)c3ccco3)cc(-c3nc4ccccc4[nH]3)c2=N)c1 | 0.9 | 9 | 1 | -13 | 25 | 3 | 21 | 3 | 26
36 | Cc1cc(C)nc(Oc2ccc(Br)cc2Br)n1 | 1.9 | 2 | 5 | 12 | -4 | -1 | 15 | -9 | 3
37 | COc1ccc(C(=O)Nc2nc3c(s2)Cc2cc(OC)ccc2-3)cc1 | -0.2 | 3 | -4 | -36 | -19 | 3 | 9 | -8 | -3
38 | O=S(=O)(c1ccccc1)c1nc(-c2ccco2)oc1N1CCCCCC1 | -1.5 | -6 | 3 | 68* | 0 | -1 | 15 | -19 | -1
39 | COc1ccc(NC(=O)N2CCC(n3nnc4cc(C)ccc43)CC2)cc1 | 0.5 | 3 | -1 | 25 | -2 | 1 | 9 | -8 | -7
40 | CCOC(=O)CSc1nc2c(c(=O)n(C)c(=O)n2C)n1Cc1ccccc1F | 1.4 | 5 | 2 | 1 | 8 | -2 | 7 | -3 | 22
41 | CCN(CC)S(=O)(=O)c1ccc(Cl)c(C(=O)Oc2cccnc2)c1 | 0.4 | 58* | 7 | 9&-10 | -1 | 1 | 0&10 | 3 | -10
42 | CCN1C(=O)/C(=C\c2cn(CCC#N)nc2-c2ccc(F)cc2)SC1=S | 0.1 | 5 | 4 | 4 | -5 | 1 | 11 | 4 | 6
43 | COc1ccc(-c2cc(C(=O)Nc3c(C)nn(Cc4ccccc4Cl)c3C)no2)cc1OC | 1.6 | 1 | -6 | -39 | 8 | 0 | 5 | 0 | -7
44 | O=C(COC(=O)C1c2ccccc2Oc2ccccc21)NC1CCS(=O)(=O)C1 (configuration not stated) | 3.3 | 3 | 6 | 11 | 0 | 3 | 9 | -22 | -21
45 | CCOc1ccc(-n2c3nc4ccccc4nc3c3c(=O)n(Cc4ccco4)cnc32)cc1 | 0.3 | nt | -1 | nt | 13 | 5 | nt | -2 | -2
46 | COc1ccc(CCNC(=O)CNS(=O)(=O)c2ccc(Br)s2)cc1OC | 0.1 | 0 | 3 | -4 | 8 | 2 | 4 | -25 | 2
47 | Cc1cc2ncn(/N=C/c3ccc([N+](=O)[O-])s3)c2cc1C | -0.4 | 1 | 4 | -1 | -4 | -7 | 10 | -2 | 14
48 | Cc1ccc(C(=O)CSc2nc3ccccc3c(=O)[nH]2)cc1C | -0.8 | 4 | 3 | -62 | 0 | 6 | 8 | -4 | -16
49 | COc1ccc(-c2cc(C(F)(F)F)nc(SCC(=O)Nc3ccc4c(c3)OCO4)n2)cc1OC | -0.8 | 2 | -2 | 18 | 4 | -4 | 8 | -4 | -8
50 | Cc1ccc(NC(=O)CC(NCC2CCCO2)C(=O)O)cc1C (configuration not stated) | -0.8 | -4 | 0 | -1 | 0 | -3 | 1 | -4 | -6
51 | COc1ccc(OCC(=O)Nc2ccc(N3CCOCC3)cc2)c([N+](=O)[O-])c1 | -2.0 | 1 | 4 | -57 | -15 | 1 | 5 | 14 | 1
52 | c1ccc(CNc2nc3ccccc3n3cnnc23)cc1 | 0.8 | -2 | 7 | 1 | -14 | -5 | 7 | 3 | -3
53 | C=CCN1C(=O)C2(c3ccccc31)C1CCCC=C1C(C#N)=C(N)C2(C#N)C#N (configuration not stated) | -1.6 | 1[fluorescence artefact?] | 3 | 17 | 7 | 5 | 7 | -5 | 18

Screening results from PubChem BioAssay.
